Screening data from PubChem.
TAG inh – triacylglycerol accumulation inhibition. H9c2 cells, Nile Red lipid (TAG) fluorescence; cells loaded with 200 µM oleic acid. inhibition, % at 12.5 µM. 230,000 compounds, 0.66% hits. AID 651582;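 active means pattern-corrected inhibition of lipid staining of at least 50% with the nuclear-stain viability signal not falling by more than 50%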;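 further: 0% = DMSO wells and 100% = triacsin C control wells; some results filed as inactive read as strong as hits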
TAG inh DAPI viability – also measured in TAG inh; calls as there; DAPI nuclei signal change (viability), lower = more cytotoxic, %;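 whole-well DAPI fluorescence read on a plate reader as a viability signal; minus 50 percent equals half of cells still viable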
Numbers without * were called inactive.

SMILES | TAG inh | TAG inh DAPI viability
CCOC(=O)c1cc2oc(C(c3nnnn3C3CCCCC3)N3CCOCC3)cc2[nH]1 (configuration not stated) | 32 | -4
O=C(CSc1nnnn1-c1ccc(Cl)cc1)N1CCNC1=O | -2 | -6
c1ccc(CNc2nc(NCc3ccccc3)c3ccccc3n2)cc1 | 20 | 8
COc1cc(C(=O)N/C(=C\c2cn(S(=O)(=O)N(C)C)c3ccccc23)C(=O)NCCCO)cc(OC)c1OC | 2 | 2
Cc1cc(-c2nnc(CCC(=O)N(CC3CCC3)CC3CCCO3)o2)no1 (configuration not stated) | 3 | -1
O=c1[nH]c(N2CCCCC2)nc2ncn(Cc3ccccc3)c12 | -1 | 4
COc1ccc(-n2c(SCC(=O)N/N=C(\C)c3cccnc3)nc3ccccc3c2=O)cc1 | 12 | -5
OC[C@H]1OC(O)[C@H](O)[C@@H]1O (some centres not stated) | -6 | 6
Cc1ccccc1NC(=O)Cc1nc(COC(=O)c2cc([N+](=O)[O-])ccc2NCCO)cs1 | -2 | 0
O=C(Oc1cccc(F)c1)c1ccc2c(=O)n3c(nc2c1)CCC3 | 5 | -10
O=C(NC1CCS(=O)(=O)C1)c1ccc(S(=O)(=O)N2CCCCC2)cc1 (configuration not stated) | 6 | 0
CCOP(=O)(OCC)c1ccc2ccc3ccccc3c(=O)c2c1 | -1 | -9
CCOC(=O)N1CCC(NC(=O)C2CCN(C(=O)c3cc4sccc4n3CC)CC2)CC1 | -10 | 9
Cc1onc(-c2ccccc2Cl)c1C(=O)OCc1cnc(Cl)s1 | -4 | 4
COc1ccc([N+](=O)[O-])cc1NC(=O)c1ccc(Br)s1 | -11 | 6

Complete entries as entered above. Order of values: TAG inh | TAG inh DAPI viability
O=C(NC1CCS(=O)(=O)C1)c1ccc(S(=O)(=O)N2CCCCC2)cc1 (configuration not stated) reads 6 | 0
OC[C@H]1OC(O)[C@H](O)[C@@H]1O (some centres not stated) reads -6 | 6
c1ccc(CNc2nc(NCc3ccccc3)c3ccccc3n2)cc1 reads 20 | 8
O=c1[nH]c(N2CCCCC2)nc2ncn(Cc3ccccc3)c12 reads -1 | 4
CCOP(=O)(OCC)c1ccc2ccc3ccccc3c(=O)c2c1 reads -1 | -9

Further results follow:
SMILES | TAG inh | TAG inh DAPI viability
Cc1ccc(C2Nc3cccc4cccc(c34)N2)cc1 | 7 | 1
Cc1ccc(S(=O)(=O)N2CCOCC2)cc1C(=O)Nc1ccccc1N1CCCC1 | -1 | -10
COc1ccc(/C=N/NC(=O)c2cccnc2)cc1CN1CCc2ccccc2C1 | 5 | 1
CCn1c(SCC(=O)Nc2ccc(NC(C)=O)cc2)nnc1C1CC1 | -10 | -10
Cc1cc(NC(=O)c2cccc(F)c2)ncc1NC(=O)c1ccco1 | -3 | -3
O=C1CC(c2ccc3c(c2)OCO3)C2=C(CCCC2=O)N1 (configuration not stated) | -8 | -5
O=C(OCC(=O)N(CCc1ccccc1)Cc1ccccc1)c1ccccc1O | -7 | -12
CCCc1[nH]n(-c2ccc([N+](=O)[O-])cc2)c(=O)c1C=NCCc1ccc(OC)c(OC)c1 | 25 | -6
COc1ccc(S(=O)(=O)NCC(=O)N(CC(=O)NCC2CCCO2)c2ccccc2C)cc1 (configuration not stated) | 14 | -5
O=C(NC1CCCCC1)C(c1cccs1)N(C(=O)c1ccco1)c1ccc2c(c1)OCCO2 (configuration not stated) | 8 | -11
Cc1ccccc1N/N=C/c1sc(=O)n(Cc2cccc(C(=O)O)c2)c1Cl | 3 | 6
CCCc1cc(N2CCN(C(=O)c3ccco3)CC2)n2c(nc3ccccc32)c1C#N | 17 | 20
CCc1c(C)[nH]c2c(C)cccc2c1=O | 1 | 4
N#Cc1ccccc1S(=O)(=O)N1CCN(c2ccc(S(=O)(=O)N3CCOCC3)cn2)CC1 | -8 | -16
CCOc1ccc(S(=O)(=O)Nc2cccc(C(=O)N3CCN(c4ccc(OC)cc4)CC3)c2)cc1 | -11 | 5

Some of the entries so far, with values under each structure.
Value order – TAG inh | TAG inh DAPI viability
CCCc1[nH]n(-c2ccc([N+](=O)[O-])cc2)c(=O)c1C=NCCc1ccc(OC)c(OC)c1
  25 | -6
COc1ccc(S(=O)(=O)NCC(=O)N(CC(=O)NCC2CCCO2)c2ccccc2C)cc1 (configuration not stated)
  14 | -5
O=C(NC1CCCCC1)C(c1cccs1)N(C(=O)c1ccco1)c1ccc2c(c1)OCCO2 (configuration not stated)
  8 | -11
Cc1ccccc1N/N=C/c1sc(=O)n(Cc2cccc(C(=O)O)c2)c1Cl
  3 | 6
CCCc1cc(N2CCN(C(=O)c3ccco3)CC2)n2c(nc3ccccc32)c1C#N
  17 | 20

The results go on:
SMILES | TAG inh | TAG inh DAPI viability
O=C(O)c1nn(CCOc2cccc(Cl)c2)c(=O)c2ccccc12 | -14 | 3
CCOc1ccccc1NC(=O)CCCn1cc([N+](=O)[O-])cn1 | -27 | -9
OCC1(Cc2ccccc2)CCN(Cc2cnc(-c3ccc(Cl)cc3)nc2)CC1 | -9 | 22
CC(=O)Oc1oc(-c2ccccc2)nc1C=Nc1ccccc1 | -6 | 0
CCOC(=O)Cn1cc(C(=O)C(=O)N2CCOCC2)c2ccccc21 | -9 | 7
Cc1ccc(C(=O)NCC(=O)OCC(=O)Nc2cccc(S(=O)(=O)N3CCCC3)c2)cc1C | -1 | 3
O=c1c(-n2cncn2)c[nH]n1-c1cccc(Cl)n1 | -5 | 0
C=CCn1c(-c2ccc(OC)cc2)nc2ccccc21 | -33 | 10
CSc1ccc(/C=C/C(=O)c2c(O)cc(C)oc2=O)cc1 | 24 | -18
FC(F)(F)c1cc(-c2ccc3c(c2)OCO3)nc(NCc2ccco2)n1 | -41 | 11
CC(=O)c1cccc(NC(=O)CCC2CCCC2)c1 | -6 | -1
CCC(=O)N1c2ccc(C)cc2C2=NNC(=S)NC21O (configuration not stated) | -18 | -7
CCc1nnc(NC(=O)CSc2nnc(-c3ccco3)o2)s1 | 13 | -2
CC1(C)CC(=O)C(C=Nc2ccc(N)cc2)=C(O)C1 | 3 | 4
O=C(COc1ccccc1Br)N1CCNC1=O | 5 | -5
O=C(CSc1nnc2ccccn12)NNC(=O)c1ccc(Br)cc1 | 6 | 12
O=C(COC(=O)c1ccccc1Nc1ccc(SC(F)F)cc1)NCc1ccco1 | -6 | -10
CC1CCCN(C(=O)c2ccc(-c3ccccc3Cl)o2)C1 (configuration not stated) | -6 | 2
COc1cc2cnc(-c3ccsc3)c(-c3ccc(F)cc3)c2cc1OC | -3 | 4
Cc1cc(NC(=O)CSc2ncc(C(F)(F)F)cc2Cl)no1 | 0 | -5
Cc1ccc(NC(=O)c2ccccc2NC(=O)CCC(=O)O)cc1 | -12 | 6
O=[N+]([O-])c1ccc2c(c1)oc1ccccc12 | -10 | 10
CCS(=O)(=O)N1CCC(C(=O)Oc2ccccc2Cl)CC1 | -3 | 3
CC(=O)O[C@H]1[C@H](C)OC=C[C@@H]1OC(C)=O | -12 | 1
O=C(O)C1CC=CCC1C(=O)NNc1ccccc1 (configuration not stated) | -5 | -3
CCc1ccc(N2C(=O)c3sc4nnc(-c5ccccc5)c(=O)n4c3C2=O)cc1 | 5 | -3
COc1cccc(CNC(=O)C2CCCN2S(=O)(=O)c2ccc3c(c2)C(C)(C)C(=O)N3C)c1 (configuration not stated) | 4 | -2
Cc1ccc(S(=O)(=O)N2CCOCC2)cc1C(=O)NC(=S)N1CC(C)OC(C)C1 (configuration not stated) | -5 | 8
CCc1nnc(NC(=O)C2CC(=O)N(CCc3ccccc3)C2)s1 (configuration not stated) | 33 | -16
C(=N\C(/N=C/c1ccco1)c1ccco1)/c1ccco1 | -22 | 15
CCCn1c(=O)[nH]c(=O)c2c1nc(-c1cccs1)n2CCOC | 9 | 12
Cc1ccc(-c2[nH]c(-c3ccccc3)nc2SCC(=O)NCC2CCCO2)cc1 (configuration not stated) | -5 | 0
CCCOc1ccc(F)cc1-c1cc(C(=O)NC2CCCCC2)[nH]n1 | 3 | 6
Cn1c(SCC(=O)NCC2COc3ccccc3O2)nnc1C(F)(F)F (configuration not stated) | -14 | 12
O=C(O)/C=C1\CCCc2ccccc2C1O (configuration not stated) | -16 | 13
O=C(CC1C(=O)NCCN1C(=O)c1ccc(F)cc1)OCc1ccccc1 (configuration not stated) | 0 | -2
NC(=O)c1ccc(NC(=O)COC(=O)c2ccc(Cl)nc2)cc1 | -3 | 6
COc1ccc(CCNS(=O)(=O)c2cccs2)cc1 | -8 | -4
C(=N\Nc1nc(-c2ccccc2)cs1)/c1cccs1 | 16 | 1
COc1ccc(Cc2noc(CN3CCNC(=O)CC3)n2)cc1OC | 6 | -5
CCn1c(C)c(C)c2cc(C(=O)Nc3cccc(Cl)c3)ccc21 | 13 | 22
CC(=C1C(=O)c2ccccc2C1=O)N1CCN(c2ccccn2)CC1 | -28 | 1
O=C1CC(c2cccc(Cl)c2)CC(O)=C1C=NCCCO (configuration not stated) | -12 | 14
COC(=O)Cc1ccc(NC(=S)NC(C)(C)C)cc1 | 10 | -5
Cc1nn(-c2cccc(Cl)c2)c(Cl)c1/C=N/NC(=O)c1cccnc1 | 9 | -8
O=C(NCc1cccnc1)c1cccc(S(=O)(=O)Nc2cccc(Cl)c2)c1 | -18 | 6
COc1ccc(C(=O)c2cc3c(cc2[N+](=O)[O-])OCCO3)cc1 | -13 | -3
CCC(c1nnc(SCC(=O)Nc2cc(C)on2)o1)N(C)C (configuration not stated) | 17 | 1
C[C@@H](NC(=O)c1ncn2c1c(=O)[nH]c1cccnc12)c1ccccc1 | 1 | 7
O=c1cc(O)c(-c2cccc(Cl)c2)c(Cl)[nH]1 | 4 | -4
Cn1c(=NC(=O)CSCC(=O)N2CCOCC2)sc2ccccc21 | -14 | 14
O=S1(=O)CCN(Cc2ccc(Cl)c(C(F)(F)F)c2)CC1 | -4 | -3
CC(C)Cn1c(CCCNC(=O)c2ccc(F)cc2)nc2ccccc21 | -15 | -3
COc1cccc(NC(=O)CC2C(=O)NCCN2C(=S)Nc2ccc(F)cc2)c1 (configuration not stated) | -1 | -1
CCOc1ccccc1-c1nc(SCC(=O)O)n[nH]1 | 0 | 7
Cn1ccnc1C(O)(c1ccccc1)c1nccn1C | 2 | -4
CC1(C)CC2CC(C)(CN2C(=O)c2ccc([N+](=O)[O-])cc2[N+](=O)[O-])C1 (configuration not stated) | -3 | 5
Cc1cc(C)c(S(C)(=O)=O)c(N(C)NC(=O)c2c(F)cccc2F)n1 | -12 | 5
CCOC(=O)C1CCN(c2c(N3CCCC(C(=O)OCC)C3)c(=O)c2=O)CC1 (configuration not stated) | 7 | -12
Cc1cc2c(c(=O)o1)C(CC(C)C)C(C#N)=C(N)O2 (configuration not stated) | 8 | -4

Next part
SMILES | TAG inh | TAG inh DAPI viability
Nc1c(N(CCO)C(=O)C2CCCCC2)c(=O)[nH]c(=O)n1Cc1ccccc1 | -4 | 7
CC(C)CN(CC(C)C)C(=O)COc1ccccc1C(N)=O | 5 | -4
CCCCC(=O)NC(=S)Nc1c(C)cc(Br)cc1C | -10 | -5
COc1ccccc1-c1cc(C(F)(F)F)nc(S(C)(=O)=O)n1 | -7 | -3
CCCCSc1nc(N)nc2c1ncn2C1OC(CO)C(O)C1O (configuration not stated) | 12 | -9
c1ccc(C[C@H]2CNCCN2CCCCC2CCCCC2)cc1 | 5 | 4
Cc1oc(-c2cccs2)nc1CN1CCN(C(C)C)C(CCO)C1 (configuration not stated) | -8 | 8
O=C(COC(=O)c1nc(Cl)ccc1Cl)NCc1cccs1 | -6 | 6
O=C(OCCCc1cc2ccccc2c(=O)o1)c1ccc2c(c1)OCO2 | 14 | 2
COCCNC(=O)/C(C#N)=C/c1ccc(OC(=O)c2cccs2)c(OC)c1 | -7 | 2
O=[N+]([O-])c1ccc(NN=Cc2cccc([N+](=O)[O-])c2)cc1 | -19 | -3
CCCCN(Cc1cc2ccccc2[nH]c1=O)C(=O)c1ccccn1 | 12 | -4
Cc1ccc(S(=O)(=O)N2CCOC2CNC(=O)C(=O)NCCCc2ccccc2)cc1 (configuration not stated) | -12 | 5
Cc1cc(C)cc(OCC(=O)OCC(=O)c2c(N)n(C)c(=O)n(C)c2=O)c1 | -8 | 11
Cc1ccc(Cl)cc1NC(=O)Nc1c(C)n(C)n(-c2ccccc2)c1=O | -2 | -9
Cc1ccc(-n2c(COc3ccccc3)n[nH]c2=S)cc1 | 5 | -1
CC(=O)N(c1ccc(N(C(C)=O)S(=O)(=O)c2cccs2)cc1)S(=O)(=O)c1cccs1 | -13 | -2
COc1ccc(CNC(=O)C2Cc3c(-c4ccccc4)ccnc3O2)cc1OC (configuration not stated) | 37 | 3
CC(C)(C)n1nnnc1C(c1cccs1)N(Cc1ccc(Cl)cc1)CC1CCCO1 (configuration not stated) | -25 | 7
OC(c1ccc(Cl)c(F)c1)c1ncc(-c2ccc(F)cc2)[nH]1 (configuration not stated) | -40 | 2
Cc1cn([C@H]2C[C@H](O)[C@@H](CCC(=O)NC(c3ccccc3)c3ccccc3)O2)c(=O)[nH]c1=O | -3 | 8
CC(C)C(=O)N1CCC1(C)C(=O)Nc1ccc(-n2cccc2)cc1 (configuration not stated) | -4 | 0
COc1cc(Cl)ccc1OC1(C)CCN(Cc2cccc(OC)c2OC)C1 (configuration not stated) | -27 | 29
CC1C=CCC2C(=O)N(c3ccc(OC(=O)c4ccco4)cc3)C(=O)C12 (configuration not stated) | 17 | 0
O=C(O)C1CCc2sc3[nH]c(=S)n(-c4ccccc4)c(=O)c3c21 (configuration not stated) | 4 | 1

The list is partial, so the mix of outcomes need not match the whole.
